Source: PubChem (several laboratories)
PABP1 MLLE inh: blocks PAM2 peptide binding to the PABP1 MLLE domain; AID 588489; GST-MLLE / FITC-PAM2 fluorescence polarization; P11940; 360,000 compounds, 0.36% hits; inhibition, % at 20 µM; in the data active = inhibition above about 35%, passing the limit was not always enough;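 also: plate controls were DMSO wells with GST-MLLE for no effect and wells lacking GST-MLLE protein for full effect; some results filed as inactive read as strong as hits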
FAS TE block: inhibitors of human fatty acid synthase thioesterase domain | inhibition, % at 15 µM | recombinant FAS-TE, OMFH fluorogenic substrate, fluorescence endpoint | P49327 | 360,000 compounds, 0.67% hits;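 active = compounds whose normalised, plate-corrected inhibition of enzyme fluorescence in the single-dose primary screen is 50% or more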;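 also: 0% = DMSO with enzyme and 100% = substrate without enzyme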
Target sequence (P49327 whole entry, looked up, the tested form may be a part): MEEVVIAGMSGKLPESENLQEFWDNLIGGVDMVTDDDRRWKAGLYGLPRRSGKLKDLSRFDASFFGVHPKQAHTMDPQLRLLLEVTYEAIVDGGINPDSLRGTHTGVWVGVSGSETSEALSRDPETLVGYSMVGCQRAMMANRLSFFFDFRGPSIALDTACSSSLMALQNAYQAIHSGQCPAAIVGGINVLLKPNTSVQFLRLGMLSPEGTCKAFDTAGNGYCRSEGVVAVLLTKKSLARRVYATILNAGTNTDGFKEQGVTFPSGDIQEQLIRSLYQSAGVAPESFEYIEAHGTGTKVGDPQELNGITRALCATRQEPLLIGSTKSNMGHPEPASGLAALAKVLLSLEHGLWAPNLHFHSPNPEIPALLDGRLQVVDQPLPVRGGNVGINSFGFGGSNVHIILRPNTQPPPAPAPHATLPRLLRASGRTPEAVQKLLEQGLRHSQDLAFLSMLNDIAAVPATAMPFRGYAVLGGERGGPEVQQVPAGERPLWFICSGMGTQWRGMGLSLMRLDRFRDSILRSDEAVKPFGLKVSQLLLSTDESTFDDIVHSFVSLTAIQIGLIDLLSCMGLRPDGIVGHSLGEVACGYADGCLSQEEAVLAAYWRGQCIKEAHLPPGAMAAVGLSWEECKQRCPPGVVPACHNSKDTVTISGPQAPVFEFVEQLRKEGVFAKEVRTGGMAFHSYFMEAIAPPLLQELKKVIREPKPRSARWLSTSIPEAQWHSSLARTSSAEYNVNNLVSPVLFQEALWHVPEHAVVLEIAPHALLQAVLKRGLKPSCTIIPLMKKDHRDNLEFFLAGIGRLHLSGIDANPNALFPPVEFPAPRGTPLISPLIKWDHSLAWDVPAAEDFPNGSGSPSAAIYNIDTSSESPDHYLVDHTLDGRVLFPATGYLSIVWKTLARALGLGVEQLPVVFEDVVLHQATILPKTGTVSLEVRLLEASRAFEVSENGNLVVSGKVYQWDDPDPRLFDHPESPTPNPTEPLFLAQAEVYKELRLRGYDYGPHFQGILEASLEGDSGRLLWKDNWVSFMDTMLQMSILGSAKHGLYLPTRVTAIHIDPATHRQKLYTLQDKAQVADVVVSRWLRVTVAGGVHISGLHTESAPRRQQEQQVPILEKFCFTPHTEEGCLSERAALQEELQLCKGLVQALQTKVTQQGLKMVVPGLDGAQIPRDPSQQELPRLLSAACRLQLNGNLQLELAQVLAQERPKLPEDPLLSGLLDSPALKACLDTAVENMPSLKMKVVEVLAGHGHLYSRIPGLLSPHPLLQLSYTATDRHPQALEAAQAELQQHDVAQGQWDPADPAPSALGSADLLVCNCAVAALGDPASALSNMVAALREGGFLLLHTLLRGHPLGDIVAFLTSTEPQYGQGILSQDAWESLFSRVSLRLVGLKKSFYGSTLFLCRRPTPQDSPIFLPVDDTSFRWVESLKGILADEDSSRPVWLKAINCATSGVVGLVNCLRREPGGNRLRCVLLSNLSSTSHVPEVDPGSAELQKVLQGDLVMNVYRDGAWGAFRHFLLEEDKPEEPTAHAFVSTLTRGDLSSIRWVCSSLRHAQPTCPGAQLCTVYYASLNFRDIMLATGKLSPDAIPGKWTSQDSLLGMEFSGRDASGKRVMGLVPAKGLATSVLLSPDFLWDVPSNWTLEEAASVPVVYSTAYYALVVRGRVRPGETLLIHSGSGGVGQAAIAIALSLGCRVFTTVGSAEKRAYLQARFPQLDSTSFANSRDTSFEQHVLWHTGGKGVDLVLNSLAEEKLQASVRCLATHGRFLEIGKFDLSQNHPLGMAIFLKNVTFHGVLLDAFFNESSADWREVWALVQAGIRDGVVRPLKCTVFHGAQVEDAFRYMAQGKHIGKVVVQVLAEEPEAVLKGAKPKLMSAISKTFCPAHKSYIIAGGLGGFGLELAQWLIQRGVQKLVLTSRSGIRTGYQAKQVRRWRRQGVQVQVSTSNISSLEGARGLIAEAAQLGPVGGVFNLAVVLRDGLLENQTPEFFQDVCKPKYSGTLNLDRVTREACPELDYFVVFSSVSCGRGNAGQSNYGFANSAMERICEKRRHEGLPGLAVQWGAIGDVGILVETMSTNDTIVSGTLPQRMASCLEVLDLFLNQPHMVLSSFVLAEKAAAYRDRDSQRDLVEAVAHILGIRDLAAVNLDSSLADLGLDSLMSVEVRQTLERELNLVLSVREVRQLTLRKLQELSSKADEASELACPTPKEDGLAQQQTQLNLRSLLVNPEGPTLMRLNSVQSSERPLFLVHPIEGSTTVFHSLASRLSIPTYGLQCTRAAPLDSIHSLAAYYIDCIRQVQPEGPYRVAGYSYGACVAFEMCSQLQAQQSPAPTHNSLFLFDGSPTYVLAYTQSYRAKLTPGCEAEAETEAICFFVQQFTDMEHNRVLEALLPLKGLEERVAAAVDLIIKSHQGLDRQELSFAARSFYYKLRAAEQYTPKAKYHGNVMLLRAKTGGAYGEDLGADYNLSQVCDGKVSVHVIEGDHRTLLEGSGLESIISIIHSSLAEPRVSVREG
E coli Lon inh: E. coli protease La inhibition. purified E. coli Lon protease, fluorescence polarization. 360,000 compounds, 0.42% hits. inhibition, % at 7.94 µM. P0A9M0; in the data active = inhibition above about 13%, passing the limit was not always enough;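 also: 0% = enzyme with probe and DMSO and 100% = no enzyme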
TbMetRS inhib: blocks T. brucei methionyl-tRNA synthetase activity; inhibition, % at 11.9 µM; purified T. brucei MetRS, ATP depletion, Kinase-Glo luminescence; 360,000 compounds, 0.4% hits;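 active = inhibition above a per-plate cutoff of the control wells' mean inhibition plus 3 SD, cut at about 5.5% in these data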;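 also: 0% = DMSO wells median and 100% = median of wells with control inhibitor compound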
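Material: parasite MetRS enzyme / Replication: singlicate, one well per compound / Signal: luminescence of leftover ATP / Schedule: 2 h aminoacylation at 25 °C after 15 min preincubation / Medium: HEPES-MgCl2-KCl buffer plus DTT, spermine, BSA, pyrophosphatase / Doses: 11.9 µM single point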
Rin1 Abl inh: blocks binding of human Rin1 to Abl. P00519+Q13671. TR-FRET Rin1/Abl binding, biochemical. inhibition, % at 7.35 µM. 360,000 compounds, 0.4% hits; in the data active = inhibition above about 5%, passing the limit was not always enough
bovine MsrA act: activates bovine MsrA enzyme; 360,000 compounds, 0.3% hits; purified bovine MsrA, absorbance read-out; AID 602163; activation, % at 10.6 µM; in the data active = activation above about 7.5%;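 also: 0% = vehicle and 100% = reference activator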
Neddylation inh: inhibitors of human cullin neddylation; P61081+Q13564; TR-FRET cullin neddylation, biochemical; calls only at 25 µM; 360,000 compounds, 0.58% hits; in the data active = inhibition above about 36%
CSN inh: inhibitors of human CSN-mediated cullin deneddylation; Q92905; Purified CSN, SCF-Nedd8-OG deneddylation, fluorescence polarization; inhibition, % at 12.5 µM; 360,000 compounds, 0.38% hits; AID 651999;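 active = pattern-corrected inhibition above about 35%, with an unprinted fluorescence ratio check between 0.5 and 1.5, limit read from the data, passing the limit was not always enough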;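 also: 0% = enzyme with substrate and 100% = substrate without enzyme; some results filed as inactive read as strong as hits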
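assay system = purified human Csn5 enzyme expressed in HEK293T cells | amount = 0.24 nM enzyme | buffer or medium = Tris/NaCl/DTT buffer, pH 7.5 | reagent = 10 nM SCFSkp2-Nedd8OG | compound = one concentration, 12.5 µM, 0.25% DMSO | times = 90 min reaction at room temperature | signal = FP | read-out basis = % inhibition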
MsrA inhibitor: inhibitors of bovine MsrA. purified bovine MsrA, absorbance read-out. inhibition, % at 15.5 µM. 360,000 compounds, 0.75% hits; in the data active = inhibition above about 4.5%;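 also: 0% = vehicle wells with enzyme and 100% = reference inhibitor wells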
Starred values were filed as active, the others as inactive; i = inactive; . = not tested or not shown. Compounds as they come; about 4% have a hit in one of these screens.

SMILES	PABP1 MLLE inh	FAS TE block	E coli Lon inh	TbMetRS inhib	Rin1 Abl inh	bovine MsrA act	Neddylation inh	CSN inh	MsrA inhibitor
O=[N+]([O-])c1ccc(C=CC=Cc2ccccc2)cc1	-78	-6	-9	-0.2	1	-4	i	36*	0.3
CCCCN1CCN=C1Nc1ccccc1	1	-7	-10	-0.1	2	-2	i	-5	0.1
O=C(OCC#CCSc1nc2ccccc2s1)c1ccco1	-3	21	-14	0.1	0	-1	i	-2	1.3
Cc1nn(C2CCS(=O)(=O)C2)c(Cl)c1/C=C/C(=O)OCC(=O)c1cc(C)n(-c2ccc(F)cc2)c1C (stereo not drawn)	-24	46	3	-0.7	1	0	i	0	3.0
O=C(OCc1ccccc1Cl)C1CC(=O)N(Cc2ccco2)C1 (stereo not drawn)	-7	0	-13	0.0	3	-2	i	-5	1.2
COc1ccc(Cl)cc1C(=O)NNC(=O)c1nc2nc(C)cc(C)n2n1	2	4	3	-1.0	0	-8	i	6	0.3
COc1cccc(OCCOc2ccccc2OC(C)C)c1	-2	4	1	-1.2	0	-2	i	-3	0.2
Cc1cc(N2CCC(C(=O)NCC3CC3)CC2)nc(-c2ccccc2)n1	-5	3	3	-0.5	2	2	i	5	-0.8
COC(=O)NC1CCC(CC2CCC(NC(=O)OC)CC2)CC1 (stereo not drawn)	6	-9	-1	0.2	2	-2	i	0	0.7
Cc1ccc(C2CC2c2n[nH]c(=S)n2-c2ccc(Cl)cc2)cc1 (stereo not drawn)	-33	26	-2	-0.4	-2	0	i	0	-1.1
COc1ccc(NC(=O)C2CCCN2C(=O)Nc2ccccc2)cc1OC (stereo not drawn)	-6	-7	-4	-0.2	3	-3	i	0	1.0
O=C(O)CCCC[C@@H]1SC[C@@H]2NC(=O)N[C@@H]21	13	1	-7	1.3	84*	-1	i	-4	1.8
Cc1nc(C(=O)NNC(=O)Nc2ccc(Cl)cc2)cs1	-4	-3	7	-0.5	-4	-8	i	2	-0.3
CCN(C(=O)COC(=O)c1ccc(Cl)c(N)c1)C1CCS(=O)(=O)C1 (stereo not drawn)	7	-4	-10	-0.8	1	-2	i	-2	1.1
CCCSC1=C(C#N)C(c2ccccc2C)CC(=O)N1 (stereo not drawn)	-138	-16	.	.	.	.	i	-3	0.6
COc1ccc(C(=O)N/N=C/c2ccc(OC)c(COc3ccc(F)cc3)c2)cc1	1	16	2	-0.5	-3	-2	i	-1	0.8
COc1nccnc1NS(=O)(=O)c1ccc(NS(=O)(=O)c2ccc(NC(C)=O)cc2)cc1	-2	-2	4	0.2	3	0	i	-5	0.5
COc1ccccc1CNC(=O)c1ccc(-c2ccccc2)cc1	-48	0	-3	0.0	2	-3	i	3	1.4
NS(=O)(=O)c1cccc2c1c([N+](=O)[O-])cc1nc(O)c(O)nc12	38*	-4	-2	-0.9	0	-4	i	-14	3.3
Cc1nn(-c2ccc(Cl)nn2)c(=O)c2ccccc12	8	-1	-1	-0.5	5	-2	i	0	-0.5
CC(C)[C@H](NC(=O)OC(C)(C)C)C(=O)NCC1CCC(C(=O)N[C@@H](Cc2ccccc2)C(=O)O)CC1 (stereo partly drawn)	-3	-9	0	-0.1	3	-2	i	-1	0.1
Cc1ccc(CC2C(=O)N(c3ccccc3)C(=O)C2C)cc1 (stereo not drawn)	3	2	-3	-0.1	0	-1	i	-4	-0.1
Cc1cc(=O)oc2ccc(OCC(=O)NCc3ccco3)cc12	-5	-7	2	0.0	0	0	i	-6	0.8
CCc1ccc(N(C(=O)Cn2nnc(-c3ccccc3)n2)C(C(=O)NC2CCCCC2)c2ccccn2)cc1 (stereo not drawn)	-1	29	6	-0.3	1	-1	i	-15	-0.9
CC(C)C[C@H]1CNC(=S)N1C[C@H]1CCCN1C[C@H](Cc1ccc(O)cc1)N1C[C@H](CC(C)C)N(CC2CCCCCC2)C1=S	3	-118	4	-0.6	3	1	i	0	-0.6
CCN(CC)P(=O)(/C(Cl)=C\Nc1c(C)n(C)n(-c2ccccc2)c1=O)N(CC)CC	8	-3	1	-0.4	3	-2	i	-6	1.1
CCN(c1ccccc1)S(=O)(=O)c1ccc(C(=O)N(C)CCc2ccc(OC)c(OC)c2)cc1	8	-9	-2	0.4	4	-3	i	-1	-0.1
COc1ccc(S(=O)(=O)N(C)CC(=O)Nc2ccc(C(F)(F)F)cc2)cc1Cl	7	18	1	-0.5	-1	-7	i	0	-0.5
COCC(C)n1c(C)cc(C(=O)COC(=O)c2c(C)nn(-c3ccccc3)c2C)c1C (stereo not drawn)	-54	16	1	-0.6	-4	-2	i	1	0.9
CN1CCN(CC(=O)Nc2ccccc2[N+](=O)[O-])CC1	-2	-7	-6	0.2	1	-5	i	-16	-0.1
O=C(COC(=O)c1ccc(S(=O)(=O)N2CCOCC2)cc1)NC1CCCC1	-5	-8	2	-0.4	3	-8	i	-1	0.7
CCN1CCN(C(=O)c2nn(-c3ccc(C)cc3)c(=O)c3c2c2ccccc2n3C)CC1	-4	-6	-6	-1.0	-1	-9	i	3	-0.2
CN(C)C(=O)CSc1nnc(-c2ccco2)n1-c1ccccc1	3	-7	10	0.2	3	-2	i	-8	-0.2
CC(=O)Nc1cccc(NC(=O)/C=C/c2ccc(S(=O)(=O)N3CCOCC3)cc2)c1	-8	-2	-4	-0.6	-1	-13	i	1	1.5
CC1CC(C)CN(c2ncc3c(n2)CC(c2ccc(Cl)cc2)CC3=O)C1 (stereo not drawn)	-9	30	-2	-1.8	0	-16	i	-2	-0.3
Clc1ccc(-c2cc(CN3CCOCC3)no2)cc1	1	-1	-2	-0.6	1	0	i	-4	-0.8
C/C=C/C=C\C(=O)Nc1cccc(C2=NOC3(C2)C[C@@H](C(N)=O)N(C(=O)c2cc([N+](=O)[O-])cc([N+](=O)[O-])c2C)C3)c1 (stereo partly drawn)	40	12	2	-0.1	2	-2	i	0	-1.2
CCC(=O)Nc1ccc(NC(=O)c2ccccn2)cn1	6	-9	5	-0.5	0	-2	i	1	-0.4
CCN(CC(=O)Nc1c(F)cccc1F)C(=O)c1nn(C)c(=O)c2ccccc12	-7	-4	4	-0.1	1	-2	i	-1	0.8
NC(=O)CSc1nnc(Cc2cccs2)n1C1CCCCC1	-2	-9	2	0.1	-3	-2	i	4	0.2
CCCCC(=O)N(Cc1ccc(F)cc1)C1CCS(=O)(=O)C1 (stereo not drawn)	3	4	-2	-0.3	0	-3	i	103	-1.0
CCCc1[nH]nc2c1C(C1CC=CCC1)C(C#N)=C(N)O2 (stereo not drawn)	6	-1	-8	-0.4	-2	2	i	-2	-0.7
CC(=O)O[C@H]1[C@@H](O)[C@H](O)[C@H](Oc2c(O)c(C)c3c4c2[C@@H](C)CC[C@@H]4[C@@H](C)C[C@@H]3C=C(C)C)O[C@H]1C	4	19	1	-0.6	0	-1	i	2	0.3
COc1ccc(Cc2c(-c3ccccc3)nc3ccc(Br)cn23)c(C)c1	-43	-16	-23	-0.1	0	-3	i	11	0.3
O=S(=O)(Nc1ccc(-c2csc(-c3ccccc3)n2)cc1)c1ccccc1	1	59*	-2	0.6	-3	-3	i	-4	2.1
Cc1ccc2c(c1)[C@H]1[C@H](CO2)[C@H](c2ccccc2)[C@]2(C)C(=O)Nc3ccc(Br)cc3C(=O)N12	-9	96*	-4	-0.2	-1	-1	i	2	0.4
CC(C)C(C)(C#N)NC(=O)CSc1nc2scc(-c3ccc(F)cc3)c2c(=O)n1Cc1ccccc1 (stereo not drawn)	2	12	-3	-0.3	-2	-1	i	-3	0.2
O=c1ccc(-c2ccc(S(=O)(=O)Nc3ccc(F)cc3)s2)n[nH]1	-12	-3	2	0.3	1	-3	i	0	0.1
C/C(COc1ccccc1)=N\NC(=O)c1nnn(-c2nonc2N)c1CSc1ccccc1	-12	24	-2	0.3	1	0	i	-1	-0.2
O=C(Nc1c2c(nn1-c1ccc(F)cc1)CS(=O)(=O)C2)c1ccc(S(=O)(=O)N2CCOCC2)cc1	-3	-5	-11	-0.3	1	-8	i	-3	0.5
CCC1(CC)NC(=O)N(CC(=O)OCC(=O)c2cc(C)c(C)cc2C)C1=O	2	-2	-12	-0.3	0	-2	i	-1	-2.0
CCOC1(OCC)N=C(N)C2(C#N)C(c3ccc(NC(C)=O)cc3)C12C#N (stereo not drawn)	-1	-9	-4	-0.2	0	0	i	6	1.2
O=C(Nc1ccc(Cl)cc1Cl)c1ccc2ncsc2c1	-4	3	-14	1.0	-1	-1	i	2	-0.6
O=C(Nc1nc2ccccc2[nH]1)NC1CCCCC1	0	-3	-8	2.2	3	0	i	-3	-0.1
CCOC(=O)c1c(-n2cnnn2)sc2c1CCCC2	3	2	-1	1.0	-2	-3	.	7	-0.2
COc1ccc(CNC2CCCc3ccccc32)c(OC)c1 (stereo not drawn)	5	-5	5	-0.3	6.2*	0	i	4	0.7
CCCC(CCC(=O)Nc1ccc(C(=O)OC)cc1)C(=O)O (stereo not drawn)	0	-8	0	-1.4	-1	-11	i	-1	-1.0
O=C(CC1C(=O)NCCN1Cc1ccccc1C(F)(F)F)NC1CCCCCC1 (stereo not drawn)	16	0	-3	-0.4	-3	-4	i	-3	0.3
CC(=O)c1cccc(NCC(=O)Nc2cc(S(=O)(=O)N3CCCCC3)ccc2C)c1	-10	1	-24	-0.6	4	-2	i	-4	0.3
Cc1ccc(/C=C2/NC(=O)N(c3ccccc3)C2=O)o1	21	-5	4	-0.1	-2	-5	i	1	1.7

The last 7 entries of the section above open the next one:
SMILES	PABP1 MLLE inh	FAS TE block	E coli Lon inh	TbMetRS inhib	Rin1 Abl inh	bovine MsrA act	Neddylation inh	CSN inh	MsrA inhibitor
O=C(Nc1nc2ccccc2[nH]1)NC1CCCCC1	0	-3	-8	2.2	3	0	i	-3	-0.1
CCOC(=O)c1c(-n2cnnn2)sc2c1CCCC2	3	2	-1	1.0	-2	-3	.	7	-0.2
COc1ccc(CNC2CCCc3ccccc32)c(OC)c1 (stereo not drawn)	5	-5	5	-0.3	6.2*	0	i	4	0.7
CCCC(CCC(=O)Nc1ccc(C(=O)OC)cc1)C(=O)O (stereo not drawn)	0	-8	0	-1.4	-1	-11	i	-1	-1.0
O=C(CC1C(=O)NCCN1Cc1ccccc1C(F)(F)F)NC1CCCCCC1 (stereo not drawn)	16	0	-3	-0.4	-3	-4	i	-3	0.3
CC(=O)c1cccc(NCC(=O)Nc2cc(S(=O)(=O)N3CCCCC3)ccc2C)c1	-10	1	-24	-0.6	4	-2	i	-4	0.3
Cc1ccc(/C=C2/NC(=O)N(c3ccccc3)C2=O)o1	21	-5	4	-0.1	-2	-5	i	1	1.7
CCCCNC(=O)C1(C)CCCCN1C(=O)c1sccc1C (stereo not drawn)	1	-12	22*	-0.4	1	-4	i	2	-0.1
O=C(OCc1ccccc1)N1CCC2CC1c1ccc(-c3cccc(F)c3)cc12 (stereo not drawn)	1	16	-5	0.1	6	-5	i	-2	1.5
CC(C)N(C)S(=O)(=O)c1ccc(NC(=O)C2=COCCO2)cc1	-7	-7	-3	-0.3	-2	-8	i	3	0.4
Cc1ccc(NC(=O)CSc2ccc(-c3ccccn3)nn2)cc1F	0	-3	1	0.1	-3	0	i	0	1.9
CCOC(=O)C1CCCN(C(=O)/C=C/c2ccc(OC)cc2)C1 (stereo not drawn)	-1	4	0	-0.6	-3	-3	i	3	1.3
